OX1R antag: OX1R (HCRTR1) antagonists, primary screen, fluorescence, CHO/OX1R cells, Fluo-8 calcium, orexin A; Fluo-8 calcium fluorescence; inhibition, % at 5 µM; hit rate 0.43% among 330,000; AID 434989, 2010;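 active = inhibition above its plate's threshold, mean inhibition of all tested compounds on the plate plus 3 SD, cut at about 37% in these data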;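 note: 0% = orexin A challenge wells and 100% = SB-334867-A antagonist wells; not every result past the cut was called active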
Target sequence (O43613 whole entry, looked up): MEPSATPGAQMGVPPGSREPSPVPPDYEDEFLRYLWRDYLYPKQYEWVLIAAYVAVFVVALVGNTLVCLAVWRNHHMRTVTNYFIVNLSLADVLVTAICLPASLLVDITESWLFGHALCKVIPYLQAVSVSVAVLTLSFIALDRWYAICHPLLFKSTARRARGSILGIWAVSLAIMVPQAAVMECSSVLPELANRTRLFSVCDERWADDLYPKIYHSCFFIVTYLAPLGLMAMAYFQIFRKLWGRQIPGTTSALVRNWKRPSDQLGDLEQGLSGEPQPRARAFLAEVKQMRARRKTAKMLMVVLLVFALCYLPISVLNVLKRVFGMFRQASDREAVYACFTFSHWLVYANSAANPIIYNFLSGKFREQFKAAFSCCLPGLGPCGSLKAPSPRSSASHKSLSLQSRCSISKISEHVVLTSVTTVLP
CHT allo act: CHT positive allosteric modulators, primary screen, cell-based, membrane potential dye, choline EC20 | hit rate 0.49% among 310,000 | B-score at 10 µM | CHT-expressing cells; active compounds read high; LV-AA mutant CHT in HEK293 cells | AID 488977, 2010;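 active = initial fluorescence not abnormally high and integrated response B-score, plate-corrected, over 3 SD above library mean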
Target sequence (Q9GZV3 whole entry, looked up): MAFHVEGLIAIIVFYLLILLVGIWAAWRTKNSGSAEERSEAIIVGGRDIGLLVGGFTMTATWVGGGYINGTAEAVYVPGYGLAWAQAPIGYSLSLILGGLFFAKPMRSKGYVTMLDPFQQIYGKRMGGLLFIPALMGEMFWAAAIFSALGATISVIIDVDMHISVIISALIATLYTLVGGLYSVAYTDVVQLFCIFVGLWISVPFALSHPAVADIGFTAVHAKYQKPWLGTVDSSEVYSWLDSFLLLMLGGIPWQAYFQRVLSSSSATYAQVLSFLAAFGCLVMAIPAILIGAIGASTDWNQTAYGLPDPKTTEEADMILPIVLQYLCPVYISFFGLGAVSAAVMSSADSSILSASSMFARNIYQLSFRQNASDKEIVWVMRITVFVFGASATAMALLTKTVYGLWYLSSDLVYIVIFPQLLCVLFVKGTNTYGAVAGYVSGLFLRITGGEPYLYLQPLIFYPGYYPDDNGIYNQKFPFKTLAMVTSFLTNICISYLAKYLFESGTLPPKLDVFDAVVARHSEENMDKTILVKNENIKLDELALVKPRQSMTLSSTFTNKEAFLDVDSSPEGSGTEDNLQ
Starred values were filed as active, the others as inactive; i = inactive; . = no result given.

Structure | OX1R antag | CHT allo act
CC1CCN(C(=O)C2CCN(S(=O)(=O)c3ccc(-n4cnnn4)cc3)CC2)CC1 | -10 | i
CC1(C)CC(=O)C(C=Nc2ccc3[nH]ncc3c2)=C(O)C1 | -24 | i
S=c1[nH]nc(Cc2c[nH]c3ccccc23)o1 | -18 | i
CCCCn1c(N)c(N(CC(C)C)C(=O)c2cc(C)nc3ccccc23)c(=O)[nH]c1=O | -15 | i
COc1ccccc1OCCOc1ccc(/C=C2\C(=N)N3N=C(S(C)(=O)=O)SC3=NC2=O)cc1 | 1 | i
CC(=O)NC1C(Oc2ccc(C)cc2)OC2COC(c3ccco3)OC2C1O (stereo not given) | -2 | i
Cc1nc2ccccc2c(=O)n1CCCN1CCOCC1 | -19 | i
C#CCNC(=O)C1=C[C@H](c2coc3ccccc3c2=O)[C@@H](CCCO)[C@H](OCC)O1 | -21 | i
C=CCNC(=O)NC(=O)Cn1c(=O)c2c(ncn2CC)n(Cc2ccccc2)c1=O | -20 | i
COc1ccc(/C=N/NC(=O)c2ccc(NC(=O)c3ccccc3Br)cc2)cc1 | -10 | i
CCOC(=O)C1=C(NC(=S)NC(=O)c2ccccc2)c2ccccc2CC1C(C)C (stereo not given) | -23 | i
CCCCCn1c(CN2CCN(C(=O)c3ccco3)CC2)nc2c1c(=O)n(C)c(=O)n2C | -23 | i
Cc1ccc(CNC(=O)C(C)OC(=O)c2ccco2)cc1 (stereo not given) | -6 | i
COc1cc(C2C(C(=O)c3ccc(C)o3)=C(O)C(=O)N2c2cc(C)on2)cc(OC)c1OC (stereo not given) | -19 | i
CC(C)C1N=C2c3ccccc3N=C(SCC(=O)NCCc3ccc(S(N)(=O)=O)cc3)N2C1=O (stereo not given) | -12 | i
O=C(NCCO)/C(=C/c1ccc(Br)cc1)NC(=O)c1cccs1 | -17 | i
COCc1cc(=O)[nH]c(Nc2nc3ccccc3o2)n1 | -12 | i
Cc1ccc(OCCN2CCN(c3nc(NCc4ccco4)c4ccccc4n3)CC2)cc1 | -15 | i
CCOc1ccc(NC(=O)C2(c3ccc(OC)c(OC)c3)CCCC2)cc1 | -42 | i
O=c1cccc(-c2ccc(Br)cc2)o1 | -23 | i
C=CCn1cccc(C(=O)Nc2cc(OC)cc(OC)c2)c1=O | -14 | i
CC1=C(C(=O)Nc2ccc(Cl)cc2)C(c2ccco2)NC(=O)N1 (stereo not given) | -5 | i
Cc1ccc(SCC(=O)NCc2ccc(F)cc2)cc1 | -23 | i
Cc1cccc(NC(=O)c2nc(S(=O)(=O)Cc3ccccc3)ncc2Cl)c1 | 31 | i
CC1CCc2nc(NC(=O)CN3CCN(c4ccc(F)cc4)CC3)sc2C1 (stereo not given) | -21 | i
Cc1ccc(S(=O)(=O)CCC(=O)Nc2nnc(-c3ccccc3S(C)(=O)=O)o2)cc1 | -11 | i
CN(Cc1c(F)cccc1Cl)C(=O)c1cnc2ccccc2n1 | -5 | i
COc1ccc(CCNS(=O)(=O)c2ccc(OC)c(OC)c2)cc1OC | -5 | i
CCCCCC[n+]1c(-c2ccccc2)csc1Nc1ccccc1 | -16 | i
Cn1c(C(=O)NC2CCCCC2)cc2c(=O)n(C)c3ccccc3c21 | -19 | i
Cc1sc(NC(=O)Cn2nc(C(F)(F)F)cc2C)c(C(=O)OC(C)C)c1C | -26 | i
COc1ccc(S(=O)(=O)Nc2ccccc2C(=O)NCc2cccnc2)cc1 | -6 | i

Part of the list above in another layout.
The line under a structure holds: OX1R antag	CHT allo act
COc1ccccc1OCCOc1ccc(/C=C2\C(=N)N3N=C(S(C)(=O)=O)SC3=NC2=O)cc1
→ 1	i
CC(=O)NC1C(Oc2ccc(C)cc2)OC2COC(c3ccco3)OC2C1O (stereo not given)
→ -2	i
Cc1nc2ccccc2c(=O)n1CCCN1CCOCC1
→ -19	i
C#CCNC(=O)C1=C[C@H](c2coc3ccccc3c2=O)[C@@H](CCCO)[C@H](OCC)O1
→ -21	i
C=CCNC(=O)NC(=O)Cn1c(=O)c2c(ncn2CC)n(Cc2ccccc2)c1=O
→ -20	i
COc1ccc(/C=N/NC(=O)c2ccc(NC(=O)c3ccccc3Br)cc2)cc1
→ -10	i
CCOC(=O)C1=C(NC(=S)NC(=O)c2ccccc2)c2ccccc2CC1C(C)C (stereo not given)
→ -23	i

Going on with the list.
Structure | OX1R antag | CHT allo act
CCCCc1nnc(NC(=O)CCc2ccccc2)s1 | . | i
CCOC(=O)Cc1[nH]nc2c1C(c1cc(OC)ccc1OC)C(C#N)=C(N)O2 (stereo not given) | -5 | i
O=[N+]([O-])c1ccccc1OCCCN1CCc2ccccc2C1 | -34 | i
O=C(NN=C1C2CC3CC(C2)CC1C3)c1ccncc1 | 2 | i
CCc1nnc(NS(=O)(=O)c2ccc(N=Cc3c(C)[nH]n(-c4ccc(C)c(C)c4)c3=O)cc2)s1 | -7 | i
CCOC(=O)c1ccc2ncc(C(=O)OCC)c(NCc3ccco3)c2c1 | -18 | i
Cc1ccc2nc(-c3ccc(N4C(=N)SC5CS(=O)(=O)CC54)cc3)sc2c1 (stereo not given) | -17 | i
COc1ccc(C(=O)Nc2ccc(OCC(F)(F)C(F)F)c(C(F)(F)F)c2)cc1OC | -16 | i
C=CCn1c(=O)/c(=C\c2ccsc2)s/c1=C(/C#N)C(=O)NCCN1CCOCC1 | -40 | i
CCOc1ccc(C(=O)C(C)=O)c(OCC)c1 | -2 | i
C=CCNC(=O)CSc1nc2scc(-c3ccco3)c2c(=O)n1CC=C | -41 | i
COc1ccc(NC(=O)CCOc2cc(C)ccc2C)cc1S(=O)(=O)N1CCCCC1 | -3 | .
O=C(COc1ccc(Br)cc1)Nc1ccc(N2CCOCC2)cc1N1CCOCC1 | -3 | .
CCOc1cc(/C=N/NC(=O)c2ccncc2)ccc1OC(=O)c1ccc([N+](=O)[O-])cc1 | -10 | i
CCOC(=O)C1CCN(C(=O)CCc2nnc3ccc(N4CCN(C)CC4)nn23)CC1 | -10 | 8.1*
O=C(c1cc2ccccc2oc1=O)N(Cc1cccs1)C1CCS(=O)(=O)C1 (stereo not given) | -25 | i
Cc1cc(=O)[nH]c(N/N=C/c2c(O)n(-c3ccccc3)c(=O)c3ccccc23)n1 | -13 | i
COc1ccccc1OCCNC(=O)CN1C(=O)NC2(CCCCC2)C1=O | -9 | .
CCn1c(C)c(P(=O)(N2CCOCC2)N2CCOCC2)c2ccccc21 | 6 | i
COc1ccc(C(=O)NNC(=O)CSc2nnc(COc3ccc4ccccc4c3)n2C)cc1 | -10 | i
CCn1c(CSc2nc3ccccc3s2)n[nH]c1=S | -29 | i
COc1ccc2cc(S(=O)(=O)NCCCN3CCOCC3)ccc2c1 | -10 | i
Cc1cc(C(=O)OCC(=O)NCc2ccccc2)c(C)o1 | -11 | i
Cc1ccsc1/C=C1\SC(N2CCOCC2)=NC1=O | 3 | i
O=C1c2ccccc2C(=O)N1CC(O)CN1CCOCC1 (stereo not given) | -12 | i
COc1ccc(OCC(=O)OCC(=O)Nc2ccc3[nH]c(=O)[nH]c3c2)cc1 | -13 | .
COc1ccc(NC(=O)C2CC(=O)N/C(=N/N=C/c3ccco3)S2)cc1 (stereo not given) | -7 | i
NC(=O)C1CCN(C(=O)COc2ccc3ccc(=O)oc3c2)CC1 | -11 | i
O=C(C1CCCN(S(=O)(=O)c2cccc3nonc23)C1)N1CCN(c2ccccc2Cl)CC1 (stereo not given) | -14 | i
Cc1ccc(-c2csc3nc(CN(C)Cc4ccccc4)[nH]c(=O)c23)cc1 | -29 | i
CC(NC(=O)c1ccc(N)cc1)c1ccccc1 (stereo not given) | -17 | i
CCN1CCN(c2ccc(NC(=O)c3ccc(C#N)cc3F)cc2Cl)CC1 | 1 | i
CCOC(=O)C(Cc1ccccc1)C(=O)NCc1ccccc1 (stereo not given) | -24 | i
O=C1CCN(S(=O)(=O)c2ccccc2)C2CCCCC12 (stereo not given) | -17 | i
O=C(c1cccc([N+](=O)[O-])c1)N1CCCC(C(=O)N2CCCCC2)C1 (stereo not given) | -18 | i
CCN1CCN(c2cc(C)c3cc(NC(=O)CCC(=O)Nc4ccc(OC)c(OC)c4)ccc3n2)CC1 | -17 | i
COc1ccccc1OCCCC(=O)Nc1nnc(C2CCCO2)s1 (stereo not given) | -19 | i
Cc1ccccc1NC(=O)N1CCc2ccccc2C1 | -5 | i
CCN(CC)S(=O)(=O)c1cccc(C(=O)Oc2cccc(NC(=O)c3cccs3)c2)c1 | -6 | i
C/C(Cn1nnc([N+](=O)[O-])n1)=N\NC(=O)c1ccc(C)cc1 | 0 | i
Clc1ccc(NCn2cncn2)nc1 | -14 | i
O=C1NC2(CCCCCC2)C(=O)N1Cc1c(F)cccc1Cl | -18 | i
Cc1cc2c(C)nc(N/N=C/c3ccccc3)nc2o1 | -14 | i
O=C(c1cc(-c2ccco2)on1)N1CCCc2ccccc21 | -7 | i
Cc1cc(C)n(S(=O)(=O)c2ccc(Cl)cc2)n1 | -8 | i
OCC1=C[C@@H](O)[C@@H]2C=CO[C@@H](O[C@@H]3O[C@H](CO)[C@@H](O)[C@H](O)[C@H]3O)[C@H]12 | 30 | .
CN(C)CC(C)(C)CNCc1cc(=O)oc2ccc3ccccc3c12 | -21 | i
COc1ccccc1CNC(=O)CCNS(=O)(=O)c1cccc2nonc12 | -9 | i
Cc1ccc(-n2c(SCC(=O)OC(C)C)nnc2-c2ccccn2)cc1 | -21 | i
COc1ccc(C2C(C(=O)OC(C)C)=C(C)N=c3s/c(=C\c4cccs4)c(=O)n32)cc1 (stereo not given) | 7 | i
COC(=O)c1c(C)[nH]c(C(=O)CSc2nnnn2-c2ccccc2)c1C | -17 | i
C=CCn1c(-c2cccs2)nc2ccccc21 | -14 | i
CC(C)N(Cc1nc(-c2ccc3c(c2)OCO3)no1)Cc1nccn1C | -6 | i
O=C(Nc1ccc([N+](=O)[O-])cc1)c1nc[nH]c1C(=O)NC1CCCCC1 | -5 | i
COc1ccc(CCCC(=O)NC2CCCCC2C)c(C)c1 (stereo not given) | -19 | i
Cc1cnc(NC(=O)CC2CCCC2)s1 | -1 | i

Part of the list above, as labelled records.
> CCOC(=O)C1CCN(C(=O)CCc2nnc3ccc(N4CCN(C)CC4)nn23)CC1
  OX1R antag: -10	CHT allo act: 8.1*
> O=C(c1cc2ccccc2oc1=O)N(Cc1cccs1)C1CCS(=O)(=O)C1 (stereo not given)
  OX1R antag: -25	CHT allo act: i
> Cc1cc(=O)[nH]c(N/N=C/c2c(O)n(-c3ccccc3)c(=O)c3ccccc23)n1
  OX1R antag: -13	CHT allo act: i
> COc1ccccc1OCCNC(=O)CN1C(=O)NC2(CCCCC2)C1=O
  OX1R antag: -9	CHT allo act: .

Continuation.
Structure | OX1R antag | CHT allo act
CC(C)CCN1CCN(Cc2cccn2-c2cccnc2)CC1CCO (stereo not given) | -20 | i
O=C(NC(Cc1ccccc1)C(=O)N1CCCCCC1)c1ccccc1 (stereo not given) | . | i
Cc1ccccc1-n1cc(CNC(=O)C2CCC(=O)N(C3CC3)C2)cn1 (stereo not given) | -17 | i
COc1ccc(-n2ncc3c(=O)n(CC(=O)NC(C)C)cnc32)cc1 | -10 | i
FC(F)(F)c1cccc(-c2nnc(-c3ccccc3)c(N3CCOCC3)n2)c1 | -9 | i
CCCn1c(=O)c2ccccc2n2c(SCC(=O)N3CCc4ccccc4C3)nnc12 | -33 | i
CC(C)(Oc1ccc(Cl)cc1)C(=O)NCCCn1ccnc1 | -25 | i
COc1ccc([N+](=O)[O-])cc1NCc1ccccc1C | 21 | i
O=C(CCCOc1ccc(Cl)cc1Cl)N/N=C/c1ccccc1O | -19 | i
Oc1ccc(-c2nc3ncccn3c2Nc2ccc3c(c2)OCCO3)cc1 | -30 | i
CCN(CC)C(=O)C1CCCN(Cc2ccc3c(c2)OCO3)C1 (stereo not given) | -9 | i
COc1cc2nc(=S)n3[nH]c(CCn4c(C)nc5ccccc54)nc3c2cc1OC | -33 | i
Cc1ccc(S(=O)(=O)Nc2nc(C)cc(N/N=C/c3ccc(O)cc3)n2)cc1 | -3 | i
CN(C)c1ccc(CN2CCCCCC2)cc1 | -21 | i
CCOC(=O)CSc1nc(NCc2ccco2)c2ccccc2n1 | -32 | i
Cc1cc(C(=O)N2CCCc3ccccc32)no1 | 15 | i
COc1cccc(C=Nc2ccc3c(c2)CCC3)c1O | -8 | i
CCOC(=O)N1CCC(NC(=O)CCS(=O)(=O)c2ccc3c(c2)CCN3C(C)=O)CC1 | -23 | i
O=S(=O)(c1cnc(Cl)c(Br)c1)N1CCc2ccccc21 | -30 | i
COc1cc(C(=O)O/N=C(\N)c2ccncc2)cc(OC)c1OC | 14 | i
S=C(Nc1ccccc1)Nc1ccc2cn[nH]c2c1 | 3 | i
CS(=O)(=O)c1cccc(C(=O)Nc2ccccc2Cc2ccccc2)c1 | -5 | i
O=C(COC(=O)c1ccc(Br)o1)Nc1ccc(S(=O)(=O)N2CCCC2)cc1 | -10 | i
O=C(NC(Cc1ccccc1)C(=O)N1CCCC(C(F)(F)F)C1)c1ccccc1 (stereo not given) | -35 | i
O=C(CN1C(=O)NC2(CCCC2)C1=O)Nc1cccc(C(F)(F)F)c1 | -15 | i
CCCCn1c(N)c(N(CCC(C)C)C(=O)C2CC(=O)N(Cc3ccc(C)cc3)C2)c(=O)[nH]c1=O (stereo not given) | -6 | i
FC(F)(F)c1cccc(-c2cc3ccccc3nc2N2CCCC2)c1 | -17 | i
NC(=O)CC(NC(=O)Cc1cccc2ccccc12)c1ccc(NC2CC3CCC2C3)c([N+](=O)[O-])c1 (stereo not given) | -33 | i

Screens deposited in PubChem BioAssay by several laboratories.
